M5 PAM – CHRM5 positive allosteric modulation | CHO-K1 hM5, Fluo-8 calcium, ACh EC20 PAM; 0% = ACh EC20, 100% = ACh EC100 | P08912 | activation, % at 3 µM | 360,000 compounds, 0.3% hits;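 active = activation above the run cutoff, the mean activation of all test compounds plus 3 SD, cut at about 18% in these data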
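System: CHO-K1 hM5 cells. Reagent: acetylcholine, EC20 level. Compound dosing: single dose, 3 µM nominal final test concentration. Timing: Post-acetylcholine fluorescence recording 140 s. Detection: Fluo-8 calcium fluorescence. Read-out: % activation, ACh-normalized. Benchmarks: ACh EC20 and EC100 wells. Repeats: singlicate, one well per test compound.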
M5 ag – agonists of human muscarinic M5 receptor (CHRM5). CHO-K1 hM5 cells, Fluo-8 calcium fluorescence; 0% DMSO wells, 100% maximal acetylcholine response. activation, % at 3 µM. 360,000 compounds, 0.19% hits. AID 624037;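 active = activation above the run's mean over test compounds plus 3 SD, cut at about 23% in these data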;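 note: signal is peak over basal fluorescence ratio across the kinetic read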
CHRM1 agonist – human M1 muscarinic receptor agonism; 360,000 compounds, 0.33% hits; CHO-K1 hM1, Fluo-8 calcium fluorescence, agonist mode; 0% DMSO, 100% acetylcholine EC100; AID 588814; activation, % at 3 µM; P11229;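 active = activation above the run's mean compound activation plus 3 SD, cut at about 16% in these data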;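 note: peak over basal fluorescence ratio within a 140 s kinetic read after compound addition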
Target sequence (P11229 whole entry, looked up): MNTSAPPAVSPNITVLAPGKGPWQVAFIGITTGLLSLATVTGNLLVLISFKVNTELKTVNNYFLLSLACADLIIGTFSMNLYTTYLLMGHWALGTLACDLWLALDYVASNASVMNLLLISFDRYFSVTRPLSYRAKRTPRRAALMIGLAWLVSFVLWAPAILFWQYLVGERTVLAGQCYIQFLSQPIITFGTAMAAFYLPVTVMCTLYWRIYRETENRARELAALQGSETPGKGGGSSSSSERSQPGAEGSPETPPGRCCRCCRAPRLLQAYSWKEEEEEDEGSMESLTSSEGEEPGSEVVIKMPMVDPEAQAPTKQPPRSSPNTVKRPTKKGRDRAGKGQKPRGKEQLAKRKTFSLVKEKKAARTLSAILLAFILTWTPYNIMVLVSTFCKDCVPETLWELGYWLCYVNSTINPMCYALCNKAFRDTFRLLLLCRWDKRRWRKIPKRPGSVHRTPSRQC
M1 PAM – human CHRM1 positive allosteric modulation; P11229; CHO-K1 hM1, Fluo-8 calcium fluorescence, ACh EC20; 0% = ACh EC20, 100% = maximal ACh; activation, % at 3 µM; 360,000 compounds, 0.088% hits; in the data active = activation above about 19%, passing the limit was not always enough
M5 antag – blocks acetylcholine activation of human M5 receptor. P08912. CHO-hM5 cells, Fluo-8 calcium fluorescence, ACh EC80. inhibition, % at 3 µM. 360,000 compounds, 0.59% hits. AID 624040;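 active = inhibition above a per-plate cutoff, the mean of that plate's test compounds plus 3 SD, cut at about 27% in these data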;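 note: 0% = acetylcholine EC80 with DMSO and 100% = DMSO without agonist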
M1 antag – human CHRM1 antagonism; inhibition, % at 3 µM; 360,000 compounds, 1.3% hits; CHO-K1 hM1, Fluo-8 calcium fluorescence, ACh EC80 antagonist; P11229;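 active = percent inhibition above its own plate's cutoff, namely the mean of that plate's compound wells plus 3 SD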;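 note: peak over basal fluorescence ratio during 140 s after agonist addition; 0% = ACh EC80 plus DMSO and 100% = DMSO alone without agonist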
CHRM4 antagonist – blocks acetylcholine activation of human M4 receptor | 360,000 compounds, 0.73% hits | P08173 | inhibition, % at 3 µM | AID 624125 | CHO-hM4 cells, ACh EC80, Fluo-8 calcium fluorescence;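 active = inhibition above its plate's cutoff, the mean inhibition of sample wells plus 3 SD, cut at about 27% in these data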;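 note: 0% = acetylcholine EC80 with DMSO and 100% = DMSO without agonist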
CHRM4 agonist – CHRM4 agonism in calcium assay. activation, % at 3 µM. P08173. 360,000 compounds, 0.14% hits. AID 624127. CHO-K1 hM4/Gqi5, Fluo-8 calcium fluorescence; vehicle 0%, full acetylcholine response 100%;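 active = activation above the run mean over all test wells plus 3 SD, cut at about 32% in these data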;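 note: peak over basal fluorescence ratio per well then scaled between controls; 0% = DMSO wells and 100% = acetylcholine at EC100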
TAAR1 ag – agonists of human TAAR1. CHO RD-HGA16 TAAR1, Fluo-8 calcium fluorescence; vehicle wells 0%, saturating PEA agonist 100%. activation, % at 3 µM. 360,000 compounds, 0.99% hits;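 active = activation above the mean activation of all test compounds in the run plus 3 SD, cut at about 38% in these data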
Target sequence (Q96RJ0 whole entry, looked up): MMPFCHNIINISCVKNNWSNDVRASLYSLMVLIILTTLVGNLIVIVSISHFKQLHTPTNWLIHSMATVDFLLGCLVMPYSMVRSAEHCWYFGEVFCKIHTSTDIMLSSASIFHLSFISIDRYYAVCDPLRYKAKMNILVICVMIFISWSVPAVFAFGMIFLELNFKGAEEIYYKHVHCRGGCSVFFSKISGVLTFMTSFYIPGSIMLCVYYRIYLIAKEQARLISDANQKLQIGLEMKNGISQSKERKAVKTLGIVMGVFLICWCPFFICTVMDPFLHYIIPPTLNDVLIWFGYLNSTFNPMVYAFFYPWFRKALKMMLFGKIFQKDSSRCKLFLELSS
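Signal – calcium-sensitive Fluo-8 signal, excitation 470-495, emission 515-575 nm · System – RD-HGA16 (CHO) cells co-expressing Gα16 and hTAAR1 · Incubation – 17-24 h seeding, 75 min 37 °C dye, 30 min RT · Compound dosing – 3 µM single concentration · Repeats – no replicates (n 1)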
* = called active by the depositor; / = not tested or not shown. These rows are one share of the data; count on the stated rates, not on these rows.

The line under a structure holds: M5 PAM, M1 antag, CHRM4 antagonist, M1 PAM, CHRM1 agonist, CHRM4 agonist, TAAR1 ag, M5 ag, M5 antag
CCn1c(SCC(=O)n2c(C)c(C)c3ccccc32)nnc1-c1ccco1
    8, -2, 10, 8, -3, 1, 4, 3, -5
CC(C)COC(=O)c1ccc2c(c1O)C(=O)c1ccccc1C2=O
    -5, 5, 21, 5, -2, 0, 4, 1, 7
CC(=O)c1sc(N/N=C/c2cccc([N+](=O)[O-])c2)nc1C
    -5, 5, 2, 0, -3, -1, 2, -1, 9
CC(C)n1nccc1NC(=O)Nc1ccccc1
    1, 1, -3, -3, -4, 2, 11, 1, 6
CC1CCN(c2ccc(/C=C(\C#N)c3nn(-c4ccccc4)c(N)c3C#N)cc2[N+](=O)[O-])CC1
    4, 0, 4, -5, -2, 0, 2, -1, -5
CCc1ccc(NC(=O)c2cc(-c3ccc4c(c3)OCO4)on2)cc1
    -2, 9, 5, 0, -3, 0, -2, -2, 11
Cc1ccc(OCC(=O)NNC(=O)C(=O)NC(C)(C)C)cc1
    -4, 2, 0, -1, -1, 1, 1, 4, 0
Cc1cc(C)nc(N/N=C/c2cn[nH]c2-c2ccc(F)cc2)n1
    1, -6, 0, 10, 9, 2, 0, 1, 7
COc1ccc(-n2cccc2C=O)cc1OC
    -4, 0, 1, -3, -2, 1, 7, -2, 1
CCc1ccccc1NC(=O)CN(C)C(=O)CSc1nnc(Nc2cccc(C)c2)s1
    -4, -2, -9, 1, -6, 4, -1, -2, 6
CC1CC(C)CN(C(=O)CSc2nnc(N)s2)C1 (stereo unspecified)
    2, -13, -2, 9, -2, 1, 1, -2, 9
Cc1cc(C(O)c2ncc(-c3ccccc3C)[nH]2)ccc1F (stereo unspecified)
    -5, -8, -10, 1, -2, 2, 0, 0, 1
NC(=O)CCC(NS(=O)(=O)c1ccc(Cl)cc1)C(=O)NCc1ccccc1Cl (stereo unspecified)
    -4, -7, 2, 19, -2, 1, -2, 1, 9
OC[C@@H]1CCCN1Cc1cn(-c2ccccc2)nc1-c1ccc2c(c1)OCO2
    -5, -7, 10, 3, -4, 4, 3, -3, 12
C=CCc1cc(Cl)ccc1OCCCn1ccnc1
    -9, 1, -6, -10, -6, 1, 7, -17, 2
Cc1cc(C)nc(SCC(=O)N/N=C/c2cccn2-c2cccc(C(F)(F)F)c2)n1
    0, -9, 4, 10, -7, 2, 4, -1, 6
O=C(NCCCN1CCOCC1)c1ccc(Br)cc1
    2, -7, 0, 4, -6, 1, 2, -3, -16
Cc1nc(=O)c(-c2ccccc2)c(C)n1Cc1ccccc1
    2, -11, 3, 0, -2, 1, 9, 2, -14
CC(C)[C@@H](NC(=O)OC(C)(C)C)c1cc(C(=O)c2c(-c3ccccc3)[nH]c3ccccc23)c(N)s1
    2, /, -1, /, /, 1, -1, 2, 4
COC(=O)c1[nH]c(C)c(/C(O)=C2\C(=O)C(=O)N(CCN(C)C)C2c2ccc(C)o2)c1C (stereo unspecified)
    3, -3, 7, 5, -3, 0, 1, -3, 8

Given with bars between the fields: entries from further up.
SMILES | M5 PAM | M1 antag | CHRM4 antagonist | M1 PAM | CHRM1 agonist | CHRM4 agonist | TAAR1 ag | M5 ag | M5 antag
Cc1ccc(OCC(=O)NNC(=O)C(=O)NC(C)(C)C)cc1 | -4 | 2 | 0 | -1 | -1 | 1 | 1 | 4 | 0
Cc1cc(C)nc(N/N=C/c2cn[nH]c2-c2ccc(F)cc2)n1 | 1 | -6 | 0 | 10 | 9 | 2 | 0 | 1 | 7
COc1ccc(-n2cccc2C=O)cc1OC | -4 | 0 | 1 | -3 | -2 | 1 | 7 | -2 | 1
CCc1ccccc1NC(=O)CN(C)C(=O)CSc1nnc(Nc2cccc(C)c2)s1 | -4 | -2 | -9 | 1 | -6 | 4 | -1 | -2 | 6
CC1CC(C)CN(C(=O)CSc2nnc(N)s2)C1 (stereo unspecified) | 2 | -13 | -2 | 9 | -2 | 1 | 1 | -2 | 9
Cc1cc(C(O)c2ncc(-c3ccccc3C)[nH]2)ccc1F (stereo unspecified) | -5 | -8 | -10 | 1 | -2 | 2 | 0 | 0 | 1
NC(=O)CCC(NS(=O)(=O)c1ccc(Cl)cc1)C(=O)NCc1ccccc1Cl (stereo unspecified) | -4 | -7 | 2 | 19 | -2 | 1 | -2 | 1 | 9
OC[C@@H]1CCCN1Cc1cn(-c2ccccc2)nc1-c1ccc2c(c1)OCO2 | -5 | -7 | 10 | 3 | -4 | 4 | 3 | -3 | 12
C=CCc1cc(Cl)ccc1OCCCn1ccnc1 | -9 | 1 | -6 | -10 | -6 | 1 | 7 | -17 | 2
Cc1cc(C)nc(SCC(=O)N/N=C/c2cccn2-c2cccc(C(F)(F)F)c2)n1 | 0 | -9 | 4 | 10 | -7 | 2 | 4 | -1 | 6
O=C(NCCCN1CCOCC1)c1ccc(Br)cc1 | 2 | -7 | 0 | 4 | -6 | 1 | 2 | -3 | -16
Cc1nc(=O)c(-c2ccccc2)c(C)n1Cc1ccccc1 | 2 | -11 | 3 | 0 | -2 | 1 | 9 | 2 | -14
CC(C)[C@@H](NC(=O)OC(C)(C)C)c1cc(C(=O)c2c(-c3ccccc3)[nH]c3ccccc23)c(N)s1 | 2 | / | -1 | / | / | 1 | -1 | 2 | 4
COC(=O)c1[nH]c(C)c(/C(O)=C2\C(=O)C(=O)N(CCN(C)C)C2c2ccc(C)o2)c1C (stereo unspecified) | 3 | -3 | 7 | 5 | -3 | 0 | 1 | -3 | 8

The list goes on:
The line under a structure holds: M5 PAM, M1 antag, CHRM4 antagonist, M1 PAM, CHRM1 agonist, CHRM4 agonist, TAAR1 ag, M5 ag, M5 antag
COc1ccc(C2c3ccc(O)cc3Oc3ncn(CC(C)C)c(=N)c32)cc1 (stereo unspecified)
    -1, 2, -2, 1, -3, 1, 1, -4, 10
O=C(CCOc1ccc(F)cc1)Nc1nccs1
    -3, -7, 3, 2, -2, 0, 0, 0, 5
Cc1ccsc1CNCc1cc(Cl)ccc1O
    -3, 13, -4, -1, -7, 2, 21, 1, 6
CCOC(=O)C1CCN(CC(O)COc2ccc(C(C)(C)CC)cc2)CC1 (stereo unspecified)
    -2, -5, 11, -6, -7, 7, 3, -2, 5
Cc1nnc(SCC(=O)c2ccc(Cl)cc2)n(N)c1=O
    -4, -6, -2, 5, -4, 0, 0, -4, 8
Cn1c(=O)c2c(nc(N3CCCCC3)n2CCNC2=NCCC2)n(C)c1=O
    2, 1, -3, 2, -5, 1, 1, -3, 7
c1cc2c3c(cccc3c1)C(N1CCCCC1)=N2
    -9, -2, 17, -16, -8, 1, /, -12, 14
COc1ccc(CCNC(=O)Cn2c(=O)n(-c3ccc(F)cc3)c(=O)c3sccc32)cc1OC
    1, -5, 0, 11, -4, -1, -2, 1, 0
Cc1cccc2cc(CN(CC3CCCO3)C(=S)NCc3ccco3)c(=O)[nH]c12 (stereo unspecified)
    3, 2, 0, 7, -7, 0, 4, -2, -3
COc1ccc(CNC(=O)CCS(=O)(=O)c2ccc3c(c2)CCN3C(C)=O)cc1
    -3, -5, -17, 6, -3, 0, -1, -3, 4
COc1ccc(C(=O)[C@H]2[C@H]3C(=O)N(c4ccc(C)cc4)C(=O)[C@H]3C3C=CC=NN32)cc1 (stereo partly specified)
    -5, -2, 7, 2, -4, 0, 0, -1, 6
O=C(Nc1cc2c(cc1Br)OCCO2)c1ccc(=O)[nH]c1
    -8, -6, 14, 6, -2, 3, 9, 5, 11
CCC(=O)NC(C)c1nc2ccccc2n1C (stereo unspecified)
    -5, -4, -5, 1, -3, 0, 3, 1, 1
COc1ccc(N2CCN(c3nc4c(c(=O)n(C)c(=O)n4C)n3CCCc3ccccc3)CC2)cc1
    1, -5, 13, 6, -3, 0, 0, -1, 2
O=C(NCc1cn2ccccc2n1)c1ccc(Br)o1
    -4, -16, -8, 21, -1, 1, 2, 2, 10
Cc1cc2c(c(N3CCOCC3)n1)C(=O)OC2
    1, -12, 4, 10, -1, 0, 2, 1, -2
O=C(CSc1nnc(NC(=O)C2CC(=O)N(c3ccccc3)C2)s1)NCC1CCCO1 (stereo unspecified)
    1, -19, -6, -1, -4, 2, 1, -2, 3
Cc1c(CNC(=O)c2cnn3c2NC(c2ccccc2)CC3C(F)(F)F)cnn1C (stereo unspecified)
    0, -8, -9, 4, -7, 2, 9, 0, -2
C=CCN1CC(c2nc3ccccc3n2Cc2cccc3ccccc23)CC1=O (stereo unspecified)
    -6, -10, 0, 3, 4, 24, 18, 6, 7
CCCCNC(=O)Cn1nc(C)c(S(=O)(=O)N2CCOCC2)c1C
    6, -14, -2, 10, -4, 1, 4, 2, 0
O=C(/C=C/Nc1ccccc1Oc1ccccc1)c1ccco1
    5, 0, 3, -1, -6, -1, 4, -5, 6
CCC(C)(C(=O)Nc1ccccc1C)N(C(=O)CNC(C)=O)c1ccccc1C (stereo unspecified)
    -1, -5, 0, 5, -7, 1, 6, -2, -5
COc1ccccc1NC(=O)Cn1cnc2sc(C(=O)Nc3ccc(OC)c(OC)c3)c(C)c2c1=O
    0, -3, -1, 3, -2, 1, 2, -2, -5
O=C(OCC(=O)N1N=C(c2ccc(Cl)cc2)CC1c1ccco1)c1cncc(Br)c1 (stereo unspecified)
    2, -10, 7, 4, -4, 0, -1, -2, 9
O=C(Nc1cc(Cl)ccc1O)C1CC(c2c(F)cccc2Cl)=NO1 (stereo unspecified)
    1, -4, -5, -3, -2, 6, 1, -1, 1
CC(C)CCNS(=O)(=O)c1cc2c3c(c1)CCN3C(=O)CC2
    4, -7, 4, 7, -2, 2, 8, -3, 0
O=C1c2cccnc2Oc2ccc(Cl)cc2N1Cc1ccc(F)cc1
    -1, 4, 10, -1, -11, 2, 4, 5, -2
C/C(=N/NS(=O)(=O)c1ccc(C)c(C)c1)c1c[nH]c2ccccc12
    -2, -3, 1, 2, -1, 0, 3, -6, 14
CSCCC(NC(=O)COc1ccccc1)C(=O)N(C)CC(=O)Nc1ccc(C)cc1 (stereo unspecified)
    -3, 1, -1, 2, -4, 6, 2, 1, 12
COc1cc(NC(=O)CN2C(=O)COc3ccccc32)cc(OC)c1
    -7, -16, -16, 8, 0, 2, 6, -5, 10
COc1ccc(-c2ccc(C(=O)NCC3CCOCC3)c3occc23)c(C)c1
    -11, 12, -5, -12, -1, 15, 6, 3, 2
CCCN1CCC(NC(=S)Nc2ccc([N+](=O)[O-])cc2)CC1
    -10, 7, -6, -8, -13, 2, 9, -6, -11
CC(C)c1ccc(C2(C)NC(=O)N(CC(=O)NCC3COc4ccccc4O3)C2=O)cc1 (stereo unspecified)
    7, -2, 6, 3, -1, 8, 6, 5, -9
COc1ccc2[nH]cc(C(=O)CN3CC(C)CC(C)C3)c2c1 (stereo unspecified)
    2, -17, -12, 9, -3, 1, 7, -3, -7
CC1(C)OC(=O)C(=CNc2ccccc2)C(=O)O1
    3, -6, 3, 3, 1, 0, 9, 4, -1
Cc1ccc2ccc(C(Nc3ccccc3)c3ccc(F)cc3)c(O)c2n1 (stereo unspecified)
    -10, /, 12, /, /, -1, -2, -6, 3
Cc1[nH]c2ccccc2c1/C=N/Nc1cccc(C(=O)O)c1
    5, 16, 8, -3, -3, 0, -1, -2, 1
O=C(CC(c1ccccc1)c1ccccc1)N1CCN(c2ccccn2)CC1
    -12, 20, 13, -18, -5, 13, 2, 0, 14
